# D1 agonist: human D1 receptor agonism; HEK293 T-REx D1 cells, calcium flux, agonist mode; activation, % at 2 µM; 1% of 360,000 active; AID 504660; in the data active = activation above about 30%; also: 0% is about no effect
#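 Inducible HEK293 T-REx D1 cells, force-coupled to calcium signalling, were plated at 4000 cells/well with tetracycline and held overnight at 30 C. After no-wash calcium dye loading, compound-evoked calcium rise over 180 s flagged agonists.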
# D1 antag: antagonists of human D1 dopamine receptor | P21728 | HEK293 TREx D1 cells, calcium flux, dopamine EC80; hits give low values | activity change, negative = inhibition, % at 10 µM | 3.2% of 360,000 active | AID 504652; in the data active = activity change below about -30%; also: % is scaled to controls: 0 for no effect and ±100 for the full control effect
#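 Calcium flux readout: force-coupled, inducible Hek293 Trex D1 line, cells induced overnight at 30 C with tetracycline, dye-loaded 30–90 min at RT. Antagonism scored against EC80 dopamine challenge given 180 s after compound.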
# RXFP1 agonist: agonists of human relaxin receptor RXFP1 | 0.3% of 370,000 active | Potency, µM (series often up to 57.5 µM), for inactives: at the top dose activation, actives largely listed as activators | Q9HBX9 | HEK293T-RXFP1 cAMP TR-FRET, 30 min; response scale: percent of porcine relaxin response, buffer zero; also: potency is read from the fitted curve at half-maximal effect; % is scaled to controls: 0 for no effect and ±100 for the full control effect; nearly all actives have a fitted effect of over 60% in size; many of its hits are not listed in these tables
#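 cAMP rise read by TR-FRET after 30 min, 37C compound exposure (up to 58 uM) in RXFP1-transfected HEK293 cells with Ro 20174 present. EC50 from Hill-equation fits, with 29 nM porcine relaxin as 100% and buffer as basal.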
# TRHR ag: activates the human TRH receptor | TRHR cells, calcium flux fluo-8, FDSS agonist mode | activation, % at 2 µM | 0.18% of 360,000 active | AID 493084; in the data active = activation above about 30%; also: 0% is about no effect
# Target sequence (P34981 whole entry, looked up): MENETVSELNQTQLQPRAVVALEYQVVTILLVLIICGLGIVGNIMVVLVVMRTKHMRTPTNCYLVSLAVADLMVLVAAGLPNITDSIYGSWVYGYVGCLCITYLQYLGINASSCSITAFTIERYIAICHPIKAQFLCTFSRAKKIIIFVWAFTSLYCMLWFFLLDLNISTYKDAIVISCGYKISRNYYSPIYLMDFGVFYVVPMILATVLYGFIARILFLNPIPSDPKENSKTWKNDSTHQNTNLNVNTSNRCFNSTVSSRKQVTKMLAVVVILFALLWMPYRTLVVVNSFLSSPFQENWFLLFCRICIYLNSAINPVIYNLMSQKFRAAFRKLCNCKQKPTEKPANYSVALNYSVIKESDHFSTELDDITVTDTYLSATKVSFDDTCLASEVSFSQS
#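 Read-out: compound-evoked intracellular calcium rise in TRHR cells, fluo-8 dye, kinetic FDSS fluorescence at 1 s/cycle following a 10-cycle baseline. Cells cultured overnight before dye loading (30 min–1.5 h, RT).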
# D1 potentiator: enhances dopamine response at the human D1 receptor | 0.036% of 360,000 active | HEK293 TREx D1 cells, calcium flux, dopamine EC20 potentiation | P21728 | potentiation, % at 10 µM; in the data active = potentiation above about 30%; also: 0% is about no effect
# RXFP1 antag: blocks the human relaxin receptor RXFP1; AID 1259400; Q9HBX9; activity change, negative = inhibition, % at 57.5 µM; 0.59% of 350,000 active; HEK293-RXFP1, relaxin-stimulated cAMP HTRF, 30 min; hits give low values;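 active = activity change of -60% or lower, but not beyond a set lower limit; inconclusive = change between -60% and -40%, or beyond the set limit; inactive = change above -40%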; also: % is scaled to controls: 0 for no effect and ±100 for the full control effect
# D2 potentiator: positive allosteric modulators of human D2 dopamine receptor; P14416; HEK293 T-REx D2, calcium flux, EC20 dopamine potentiation; potentiation, % at 10 µM; 0.34% of 340,000 active;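 active = potentiation over 3 SD above the plate norm, cut at about 30% in these data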; also: 0% is about no effect
# Target sequence (P14416 whole entry, looked up): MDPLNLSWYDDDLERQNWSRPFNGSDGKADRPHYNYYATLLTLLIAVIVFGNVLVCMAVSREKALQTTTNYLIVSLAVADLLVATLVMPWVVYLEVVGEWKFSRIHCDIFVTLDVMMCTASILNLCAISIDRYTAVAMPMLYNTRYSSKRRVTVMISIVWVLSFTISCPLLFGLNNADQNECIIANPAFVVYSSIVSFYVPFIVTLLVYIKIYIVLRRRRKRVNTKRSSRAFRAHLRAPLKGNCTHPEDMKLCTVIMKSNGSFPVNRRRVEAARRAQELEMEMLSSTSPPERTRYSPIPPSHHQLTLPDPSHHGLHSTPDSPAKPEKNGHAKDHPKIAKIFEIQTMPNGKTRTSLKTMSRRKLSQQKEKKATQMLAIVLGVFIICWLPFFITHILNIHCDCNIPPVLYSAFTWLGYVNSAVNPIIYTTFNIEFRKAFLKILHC
#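 Cells plated with tetracycline inducer and held overnight at 30 C; calcium dye loaded 30–90 min at room temperature; baseline taken, compound added and read 180 s; EC20 dopamine then added and read 180 s.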
# TRHR PAM: allosteric enhancers of human TRH receptor; P34981; TRHR cells, fluo-8 calcium fluorescence, EC20 TRH enhancement; enhancement, % at 2 µM; 0.66% of 360,000 active; AID 493056; in the data active = enhancement above about 30%; also: 0% is about no effect
#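 TRHR-expressing cells loaded with fluo-8 calcium dye were read kinetically (ex 480/em 530) during compound addition, then stimulated with an EC20 of TRH (10 nM final). Enhancement of the Gq-mediated intracellular calcium response was scored.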
# Anesthetic bind: candidate novel general anesthetic via apoferritin binding; 0.074% of 350,000 active; Potency, µM (highest dose often 77.5 µM), inactives show top-dose activity change, negative = displacement, hits mostly inhibitors; apoferritin/1-aminoanthracene competitive binding, fluorescence; also: potency is read from the fitted curve at half-maximal effect; % is scaled to controls: 0 for no effect and ±100 for the full control effect; nearly all actives have a fitted effect of over 20% in size
# Target sequence (P02791 2-175 limits assumed): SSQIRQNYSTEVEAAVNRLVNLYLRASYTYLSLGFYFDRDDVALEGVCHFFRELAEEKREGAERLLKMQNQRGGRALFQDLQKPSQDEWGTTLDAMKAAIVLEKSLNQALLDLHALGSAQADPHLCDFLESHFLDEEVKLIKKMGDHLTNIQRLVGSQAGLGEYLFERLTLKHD
#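 Apoferritin-based anesthetic binding model; compound displacement of fluorescent 1-AMA measured as endpoint fluorescence after 10 minutes at room temperature, scaled to free-ligand and complex controls.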
# * = called active by the depositor; ? = inconclusive; · = not tested or not shown; & = joins results of further samples; [ ] = another dose, or the depositor's remark. Unless noted, calls follow the shape of the dose curve; as a rule, active = well fitted curve in the direction sought with a large enough effect; inconclusive = small, poorly fitted or top-dose-only effect, or another doubt; inactive = no such curve, though single readings can be large; an effect the other way counts as inactive or inconclusive.
D1 antag	RXFP1 antag	Anesthetic bind	TRHR ag	RXFP1 agonist	TRHR PAM	D1 potentiator	D2 potentiator	D1 agonist	Compound
14.4	-2.2	2.5%	-0.9	0.1%	24.5	4.5	-7.1	3.8	COc1cc2cc(C(=O)N3CCN(c4ccccc4OC)CC3)[nH]c2cc1OC
-5.5	·	-8.4%	0.6	-0.7%	-1.0	·	5.6	2.6	COCCNc1oc(-c2ccccc2Cl)nc1C#N
19.1	0.0	-20.8%	-0.2	0.3%	8.6	2.0	9.4	1.4	Cc1ccc(-c2c3c(=O)n(C)c(=O)n(C)c3cn2-c2ccccc2O)cc1
-3.8	-9.0	-10.9%	1.2	-1.7%	2.9	-2.8	1.0	13.1	CCCCCCCCNC(=O)/C(C#N)=C/c1ccc(SC)cc1
11.4	?	-2.0%	-0.1	4.7%	-3.7	5.2	16.9	2.7	Cc1oc(-c2ccc3ccccc3c2)nc1CN(C)C(C)c1ccncn1 (stereo not given)
-6.6	2.4	?	-0.5	-0.2%	5.7	8.4	7.7	2.6	Oc1ccc(C(=S)N2CCCCC2)cc1
-2.9	-6.5	2.6%	0.2	-1.7%	0.7	-3.9	12.4	1.2	COn1c(=O)c(-c2cccc(Br)c2)[n+]([O-])c2ccccc21
-11.3	0.9	-2.5%	1.8	-0.1%	14.7	-4.9	-6.9	1.0	CC12CCC(C(=O)NCC3CCCO3)(OC1=O)C2(C)C (stereo not given)
14.5	?	-21.9%	0.5	1.7%	-0.6	-6.2	5.6	1.6	O=C(NN1C(=O)/C(=C/c2ccc(O)c([N+](=O)[O-])c2)SC1=S)c1ccccc1Cl
-5.3	9.0	-9.8%	-1.0	3.9%	-0.2	-14.5	6.2	4.6	CCc1c(C(=O)Nc2cc(C(=O)OC)ccc2C)csc1C
-6.2	-19.2	0.0%	0.0	0.3%	2.6	-2.0	2.7	1.4	O=C(Nc1ccccc1)OC1CCCCc2cccnc21 (stereo not given)
0.7	-9.9	-11.0%	0.2	1.9%	-4.7	0.6	-11.3	0.1	C=CCn1c(=O)c(C(=O)NCCN(CC)CC)c(O)c2ccccc21
-11.0	-20.9	?	-1.0	-2.7%	4.7	-0.8	2.6	0.9	Cc1ccc(NNC(=S)Nc2ccc(C(C)C)cc2)c(C)c1
-7.6	-32.5	-10.9%	-0.4	1.2%	-8.0	0.8	6.0	0.2	Cc1cc(C)c(NC(=O)CS(=O)CC(=O)N2CCN(c3ccc(F)cc3)CC2)c(C)c1 (stereo not given)
-9.6	-2.8	2.8%	-0.5	1.7%	-5.1	-5.0	-14.6	-0.7	COc1cc(C)nc(N2CCCC(C(=O)NCC(C)C)C2)n1 (stereo not given)
13.9	-2.0	?	-0.1	1.2%	0.9	-9.9	1.3	2.6	CCOc1cc(C2CC(=O)Nc3cc(C)c(C)cc32)ccc1O (stereo not given)
-0.4	-5.6	-10.5%	-0.9	-0.1%	1.8	3.5	14.6	-0.7	COc1ccccc1C(=O)Oc1ccccc1C(=O)Nc1ccccc1
-0.7	4.7	-18.4%	0.0	-2.2%	5.5	-2.6	-0.9	1.1	C=CCn1c(N)c(C(=O)NCCC2=CCCCC2)sc1=S
-6.1	1.0	-2.6%	0.2	5.6%	-6.9	-4.8	3.7	-3.0	Cc1ccc2oc(=O)c3cnn(CC(=O)Nc4cc(-c5cccc(F)c5)no4)c3c2c1
5.4	-14.4	-12.9%	1.3	0.0%	-1.9	0.3	3.1	3.5	N#C/C(=C\c1ccccc1[N+](=O)[O-])C(=O)Nc1ccc(S(N)(=O)=O)cc1
1.9	-19.6	-22.4%	0.4	0.0%	-1.1	-4.8	10.2	0.6	CCc1ccc(NC(=O)c2ccccc2NC(=O)C2CCCO2)cc1 (stereo not given)
-1.9	8.5	-21.6%	-0.2	6.0%	-2.0	-4.4	3.5	0.1	CC(=O)N1CCN(c2ccc([N+](=O)[O-])c(NCc3cccnc3)c2)CC1
-8.3	-11.6	-10.7%	-1.0	7.0%	9.8	-2.6	-3.2	4.3	COc1ccc(NC(=O)CSc2nc3scc(C)c3c(=O)[nH]2)cc1
-23.7	?	-22.5%	0.6	-0.9%	-3.1	-3.8	-1.3	2.0	CC(C)CN=c1cc(-c2ccccc2)oc2ccc(Cl)cc12
-0.4	-10.2	45.9%[activator]	0.1	6.7%	-2.9	-0.6	45.6*	0.8	Cc1coc2c1c(C)cc1oc(=O)c(CC(=O)NCCCCCC(=O)O)c(C)c12
-7.4	3.9	-4.4%	0.3	0.1%	5.4	-4.6	3.9	1.0	CC(C)(C)n1nc2c(c1NC(=O)c1ccco1)CS(=O)C2 (stereo not given)
8.5	-12.8	-21.7%	-1.2	-0.1%	-0.4	-7.9	13.0	-1.6	Cc1ccc2[nH]cc(C(=O)NCc3cccs3)c(=O)c2c1
-2.6	6.9	-15.1%	-0.1	1.1%	-1.0	-4.2	8.5	13.0	COc1ccc(-c2csc(/C(C#N)=C(\O)CSc3nccn3C)n2)cc1OC
-13.8	-0.2	-7.7%	-0.1	-2.0%	-2.3	0.4	·	-3.3	O=CNCc1nc2ccccc2n1CCc1ccccc1
11.5	10.6	-9.0%	-0.5	0.5%	6.3	1.9	17.4	0.8	COCCNC(=O)CSc1nc2sc(C)c(C)c2c(=O)n1-c1ccccc1
5.5	-4.9	3.8%	-0.2	0.5%	-3.5	-3.9	-4.7	3.0	CCOc1ccc(Cl)cc1S(=O)(=O)N1CCC(C(=O)NCc2ccccn2)CC1
2.8&-5.0	-4.8	11.6%&-8.0%	-0.5&-1.0	-2.3%&-4.1%	3.2&-14.5	-2.9&-4.3	0.3&-1.7	2.6&1.5	Cc1ccc(S(=O)(=O)NC2(C(F)(F)F)NC(=O)N(c3ccc(F)cc3)C2=O)cc1 (stereo not given)

# Part of the list above, as labelled records.
CC(C)(C)n1nc2c(c1NC(=O)c1ccco1)CS(=O)C2 (stereo not given)
  D1 antag: -7.4
  RXFP1 antag: 3.9
  Anesthetic bind: -4.4%
  TRHR ag: 0.3
  RXFP1 agonist: 0.1%
  TRHR PAM: 5.4
  D1 potentiator: -4.6
  D2 potentiator: 3.9
  D1 agonist: 1.0

Cc1ccc2[nH]cc(C(=O)NCc3cccs3)c(=O)c2c1
  D1 antag: 8.5
  RXFP1 antag: -12.8
  Anesthetic bind: -21.7%
  TRHR ag: -1.2
  RXFP1 agonist: -0.1%
  TRHR PAM: -0.4
  D1 potentiator: -7.9
  D2 potentiator: 13.0
  D1 agonist: -1.6

# Later entries
D1 antag	RXFP1 antag	Anesthetic bind	TRHR ag	RXFP1 agonist	TRHR PAM	D1 potentiator	D2 potentiator	D1 agonist	Compound
4.7	16.0	-6.9%	0.1	1.9%	-4.4	6.1	-12.0	1.9	CCOC(=O)N1CCN(C(=O)CNS(=O)(=O)c2cccs2)CC1
-5.7	33.5	-7.2%	-0.1	0.7%	-1.7	-0.2	20.2	-0.1	Cc1ccc(CNS(=O)(=O)c2c(C(=O)N3CCCCC3)c(C)n(C)c2C)cc1
-29.9	10.4	-13.5%	-0.5	2.2%	2.1	-1.4	-7.1	18.1	COc1ccc(NC(=S)NCC2CCN(c3ccc(OC)cc3)C2)cc1 (stereo not given)
-4.2	-8.5	-7.2%	0.4	0.9%	14.4	-2.7	-8.5	1.7	O=C(NC1CCCC1)C1CCN(S(=O)(=O)c2ccccc2)CC1
-25.8	-1.9	-10.7%	0.8	1.8%	-2.5	-0.5	-12.3	2.0	CCSCc1nc2ccccn2c1Br
-42.8*	·	·	-0.4	-3.0%	-4.0	-4.6	11.1	-1.1	COc1cccc(C2=CC(=O)C[C@H](c3ccc(OC)c(OC)c3)C2)c1
6.7	-69.9*	-0.3%	-0.1	?	3.0	-3.6	3.8	5.4	CSc1ccc(CCNC(=O)CCc2nnc3ccc(NCCCN4CCCC4=O)nn23)cc1
-7.7	-1.0	-14.4%	0.0	-0.5%	6.1	-1.9	5.4	3.5	Cc1ccc(CSC2=NCCN2C(=O)c2ccc(S(=O)(=O)N(C)C)cc2)cc1
-8.8	-8.9	-20.4%	0.0	1.6%	-6.0	-7.1	-21.5	-0.8	Cc1ccc(NC(=O)CN2CCc3ccccc3C2)cc1
7.0	7.9	-9.9%	1.9	-0.1%	-3.2	1.4	-30.7	5.6	C=C(C)c1cccc(C(C)(C)NC(=O)NC2CCN(Cc3ccccc3)CC2)c1
0.2	·	3.9%	-0.3	-1.1%	-5.2	-2.5	-1.9	1.0	FC(F)(F)c1ccc(Cl)c(NC(=S)NC2CC2)c1
-5.8	-10.1	-11.5%	0.4	-0.2%	-2.2	0.6	8.0	2.3	O=C(NCCCN1CCOCC1)c1ccc(Cl)c(S(=O)(=O)N2CCCCCC2)c1
-18.9	·	-0.3%	0.8	0.2%	0.6	-10.2	·	2.0	CCOc1ccc(N(C(C)=O)C2C=CS(=O)(=O)C2)cc1 (stereo not given)
-0.1	4.5	1.8%	0.9	1.8%	4.6	-1.8	3.4	0.7	O=C(Nc1ccccn1)C(=O)N1CCCCC1
-13.6	6.2	-2.3%	0.8	-1.6%	2.1	-1.4	·	0.5	CCN(C(=O)CSc1nnc(-c2c[nH]c3ccccc23)o1)C1CCS(=O)(=O)C1 (stereo not given)
23.3	-5.9	-6.3%	0.2	0.1%	-1.1	-0.2	0.1	-1.5	CC(=O)N(Cc1cc2ccccc2[nH]c1=O)c1ccc(C)cc1
4.2	-4.3	-7.1%	0.5	29.3%	-0.6	-1.6	-5.8	5.2	CC1CCCCN1C(=O)CSc1nc2ccccc2nc1Cc1ccccc1 (stereo not given)
-13.2	·	-5.4%	-0.2	1.0%	-0.5	0.4	-2.5	1.8	Cc1c(O)c(S(=O)(=O)c2ccccc2)c(=O)n(-c2ccccc2)c1-c1ccccc1
3.2	9.5	-20.9%	2.8	2.5%	-1.9	-0.6	-0.1	7.2	CCCOc1ccc(N2C(=O)C3C(C(C)C)NC4(C(=O)c5ccccc5C4=O)C3C2=O)cc1 (stereo not given)
-11.8	-6.0	1.6%	1.6	9.8%	5.0	-2.9	-11.8	3.3	Cc1cc(NC(=O)CSc2nnc3ccccn23)no1
7.4	2.5	·	0.3	-1.2%	11.3	0.5	10.7	1.6	COc1cc(/C=C/C(=O)OCC(=O)Nc2c(C)n(C)n(-c3ccccc3)c2=O)cc(OC)c1OC
-6.0	·	97.6%[activator]	0.8	-1.4%	6.8	-1.6	2.5	-1.2	Cc1cc(Nc2cccc(C(F)(F)F)c2)nc2ccc(NC(=O)c3cccc(Cl)c3)cc12
17.8	-4.3	·	0.5	0.2%	-5.7	-1.1	-9.7	1.7	COc1cc(/C=N/NC(=O)c2cccc(S(=O)(=O)N3CCCC3)c2)cc(OC)c1O

# Screening results from PubChem BioAssay.

# A portion of the library (hit frequency here may not be typical).
